Bioassay records: PubChem BioAssay, NMMLSC
Myeloid diff MLP – compounds promoting myeloid differentiation; ER-HoxA9 myeloid progenitors, lysozyme-GFP differentiation, flow cytometry; calls only at 10 µM; 360,000 compounds, 1% hits;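 active = normalized GFP-positive differentiation at or above the plate's own cutoff, the solvent-only control mean plus 3 SD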;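 note: cells exposed to compound for four days before flow analysis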
Myeloid diff MLP GFP+ MAC1+ % – second read-out of Myeloid diff MLP, no call of its own (marks repeat the call); GFP+ MAC1+ double positive, %; measured here: differentiation confirmed by MAC1 staining
The depositor's hits bear a star; i = inactive.

Below each compound – Myeloid diff MLP | Myeloid diff MLP GFP+ MAC1+ %
O=C(C[C@H]1C/C=C\CC[C@@H](Cc2ccc(F)cc2)C(=O)O[C@@H](c2ccccc2)CNC1=O)N[C@H](CO)Cc1ccccc1
 : i | 2.3
O=C(O)c1ccc(Cn2cnc3c(=S)nc[nH]c32)cc1
 : i | 1.7
COc1cc(Cl)ccc1OC1(C)CCN(Cc2cccc(OC)c2OC)C1 (stereo not given)
 : i | 3.1
Cc1cc(C)cc(C(=O)OCC(=O)NC(=O)NC2CCCC2)c1
 : i | 1.1
COC(=O)/C=C1\OC(c2ccccc2)c2ccccc21 (stereo not given)
 : i | 1.6
Cc1ccc(OCCC(=O)Nc2ccc(S(=O)(=O)N3CCCC3)cc2)cc1
 : i | 1.2
COc1cccc(C(C(=O)NC2CCCC2)N2CCN(c3cc(C)nc4ccccc34)CC2)c1OC (stereo not given)
 : i | 0.7
C[C@H](CO)N1C[C@H](C)[C@@H](CN(C)Cc2ccc3c(c2)OCO3)Oc2ccc(NS(C)(=O)=O)cc2C1=O
 : i | 1.1
O=S1c2ccccc2Sc2ccccc21
 : i | 0.8
CN1OC[C@@H]2CN(Cc3ccccc3)[C@H](c3cccc(-c4ccccc4)c3)C[C@@H]21
 : i | 0.3
Cc1ccc(N(C)S(=O)(=O)c2cccc(C(=O)NC3CC(C)(C)NC(C)(C)C3)c2)cc1
 : i | 0.3
O=C(COC(=O)/C=C/c1cccc(Br)c1)NC1CCCCCC1
 : i | 0.8
O=C(N[C@@H](Cc1ccccc1)C(=O)N1CCN(S(=O)(=O)c2cccc(F)c2)CC1)c1ccco1
 : i | 0.8
O=C(C1=NOC2(C1)C(=O)N(Cc1ccccc1)c1ccccc12)N1CCOCC1 (stereo not given)
 : i | 1.4
Nc1ccc(N)c(C(=O)O)c1
 : i | 0.3
Cc1ccc(CNC(=O)C(=O)NCCC2CCCCN2S(=O)(=O)c2ccc(C)cc2)cc1 (stereo not given)
 : i | 1.4
O=C1[C@H]2[C@@H](c3ccccc3)N[C@]3(CCCN(Cc4ccc(Br)cc4)C3=O)[C@H]2C(=O)N1Cc1ccccc1
 : i | 0.7
COc1ccc(Cn2cc(CN3CC(N4CCN(Cc5ccccc5F)CC4)CS3(=O)=O)nn2)cc1 (stereo not given)
 : i | 0.9
COc1ccccc1CNCCS(=O)(=O)NCc1ccccc1OC
 : i | 0.7
O=C(COc1cccnc1[N+](=O)[O-])Nc1ccc(Cl)cc1F
 : i | 2.2

Five compounds out of the list, ordered by SMILES length, low to high.
Below each compound – Myeloid diff MLP | Myeloid diff MLP GFP+ MAC1+ %
Nc1ccc(N)c(C(=O)O)c1
 : i | 0.3
Cc1cc(C)cc(C(=O)OCC(=O)NC(=O)NC2CCCC2)c1
 : i | 1.1
O=C(COc1cccnc1[N+](=O)[O-])Nc1ccc(Cl)cc1F
 : i | 2.2
O=C(N[C@@H](Cc1ccccc1)C(=O)N1CCN(S(=O)(=O)c2cccc(F)c2)CC1)c1ccco1
 : i | 0.8
O=C1[C@H]2[C@@H](c3ccccc3)N[C@]3(CCCN(Cc4ccc(Br)cc4)C3=O)[C@H]2C(=O)N1Cc1ccccc1
 : i | 0.7

Going on with the list.
Below each compound – Myeloid diff MLP | Myeloid diff MLP GFP+ MAC1+ %
Cc1ccc(C(NC(=O)c2cccc(S(=O)(=O)N3CCN(C)CC3)c2)c2ccccc2)cc1 (stereo not given)
 : i | 0.5
CC(C)C[C@H]1CN(CCCC[C@@H]2CNC(=O)C(=O)N2CCc2ccccc2)C(=O)C(=O)N1CCc1ccccc1
 : i | 0.5
CC(C(=O)Nc1ccc(C(F)(F)F)cc1)N(C)CC(=O)N1CCN(Cc2ccccc2)CC1 (stereo not given)
 : i | 1.0
CC1(C(=O)NCCc2ccccc2)Cc2c(-c3ccccc3)ccnc2O1 (stereo not given)
 : i | 0.4
O=C(COC(=O)c1cccs1)Nc1ccc(F)c(F)c1
 : i | 0.0
COc1cc2sc(-c3ccc(S(C)(=O)=O)cc3)c(C(=O)NCc3ccc(C)o3)c2cc1OC
 : i | 1.5
Cc1cc2nc(-c3ccco3)c(Cc3cccc(F)c3)n2c(C)c1Br
 : i | 0.9
COc1ccc(Cl)cc1S(=O)(=O)N1CCCC(C(=O)NCc2ccccn2)C1 (stereo not given)
 : i | 0.7
C/C=C/c1ccc(OCC(=O)OCC(=O)Nc2c(C)nn(-c3ccccc3)c2C)c(OC)c1
 : i | 0.6
CC1CCC(NC(=O)CN2C(=O)NC3(CCCCC3C)C2=O)CC1 (stereo not given)
 : i | 0.4
O=C(CSC1=NS(=O)(=O)c2cc(F)ccc2N1)Nc1ccccc1F
 : i | 0.8
CCN(C(=O)COC(=O)c1ccccc1Oc1ccccc1)c1c(N)n(Cc2ccccc2)c(=O)[nH]c1=O
 : i | 0.7
C=C(C)C(COc1c2occc2cc2ccc(=O)oc12)OC(C)(C)C(O)COc1c2occc2cc2ccc(=O)oc12 (stereo not given)
 : i | 2.8
COc1ccc(-c2nc3n(n2)C(c2cccnc2)C(C(N)=O)=C(C)N3)cc1 (stereo not given)
 : i | 0.3
OC(c1ccc(F)c(F)c1)c1nc(-c2cccc3cccnc23)cs1 (stereo not given)
 : i | 1.4
O=C(Nc1cccc2cccnc12)c1csc([C@@H]2O[C@H](CO)[C@H](O)[C@H](O)[C@H]2O)n1
 : i | 0.9
Cc1cc(C)cc(OCC(=O)NNC(=O)CC(C)c2ccccc2)c1 (stereo not given)
 : i | 1.0
COc1ccc(OC)c(S(=O)(=O)Nc2cccc3ccc(O)cc23)c1
 : i | 0.3
O=C(COc1cccc(F)c1)Nc1nc(-c2ccncc2)cs1
 : i | 1.1
CCC(=O)N1CCC1(C)C(=O)Nc1cccc(Oc2ccccc2)c1 (stereo not given)
 : i | 1.0
CCc1nc2c(OCC3CCCCC3)cccn2c1N(C)C(=O)c1ccc(OC)cc1
 : i | 0.9
CC(=O)O[C@]1(C(C)=O)CC[C@H]2[C@@H]3C=C(C)C4=CC(=O)CC[C@@H]4[C@H]3CC[C@@]21C
 : i | 10
O=C(C1CC(=O)N(c2ccc3c(c2)OCCO3)C1)N1CCN(c2cccc(C(F)(F)F)c2)CC1 (stereo not given)
 : i | 0.7
COc1cccc(CN(C)C(=O)CNC(=O)c2sc3ccccc3c2Cl)c1OC
 : i | 0.9
CCOc1ccc2oc(C(=O)OCC(=O)N3CC(C)OC(C)C3)c(C)c2c1 (stereo not given)
 : i | 1.1
O=C(COC(=O)c1ccccn1)NC(=O)c1ccccc1
 : i | 0.1
COc1ccc(S(=O)(=O)Nc2ccc3cn[nH]c3c2)cc1[N+](=O)[O-]
 : i | 0.2
COCCN1C(=O)CCC1(C)c1nnnn1-c1c(C)cccc1C (stereo not given)
 : i | 0.8
CCOc1ccc(C(=O)CN2C(=O)NC3(CCCCCC3)C2=O)cc1
 : i | 0.6
COc1ccc(C(C)=O)cc1COC(=O)c1ccc(C)c(S(=O)(=O)N2CCOCC2)c1
 : i | 2.0
C=CCN1C(=O)c2ccc(C(=O)OCC(=O)N(CC)c3c(N)n(Cc4ccccc4)c(=O)[nH]c3=O)cc2C1=O
 : i | 0.9
C[C@@H]1CN([C@H](C)CO)C(=O)c2cccc(NC(=O)Nc3ccc(F)cc3)c2O[C@H]1CN(C)C(=O)Nc1ccc(C(F)(F)F)cc1
 : i | 1.5
O=S(=O)(c1cccc(C(F)(F)F)c1)c1ccc(O)cn1
 : i | 0.5
COc1ccc(NC(=O)c2cc([N+](=O)[O-])ccc2N2CCCC2)cc1S(N)(=O)=O
 : i | 0.5
Cc1ccc(S(=O)(=O)NCC(=O)OCC(=O)Nc2ccc(C)c(S(=O)(=O)N3CCOCC3)c2)cc1
 : i | 0.8
O=C(Nc1ccc(F)c(Cl)c1)c1csc([C@@H]2O[C@H](CO)[C@H](O)[C@H](O)[C@H]2O)n1
 : i | 0.5
Cc1ccc(S(=O)(=O)N2[C@@H](c3ccc(Br)cc3)C(C(=O)O)=CC[C@H]2c2cccc(C)c2)cc1
 : i | 0.7
Nc1cccc2c1C(=O)N(c1ccccc1)C2=O
 : i | 4.3
CN(Cc1ccco1)C(=O)CN1C(=O)NC2(CCCC2)C1=O
 : i | 1.0
COc1ccccc1CNC(=O)CN1C(=O)NC2(CCCc3sccc32)C1=O (stereo not given)
 : i | 0.6
COCCn1c(SCC(=O)NN2C(=O)NC(C)(c3ccccc3)C2=O)nnc1-c1ccncc1 (stereo not given)
 : i | 1.2
CC(=O)NCCCNC(=S)NCCCN(Cc1ccc(Cl)cc1)c1ccc(Br)cn1
 : i | 0.4
C[C@H]1CN([C@@H](C)CO)C(=O)c2cccc(NC(=O)Nc3ccc(C(F)(F)F)cc3)c2O[C@H]1CN(C)C
 : i | 2.0
COc1ccccc1NS(=O)(=O)c1cc(NC(=O)COc2ccccc2)ccc1N1CCOCC1
 : i | 1.0
CCC(C)Nc1nnc(SCC(=O)c2c(N)n(C3CC3)c(=O)[nH]c2=O)s1 (stereo not given)
 : i | 0.4
Cc1ccc(C)c(C(=O)COC(=O)c2cc(S(=O)(=O)N3CCOCC3)ccc2F)c1
 : i | 1.4
CN(C)CC/C=C1/c2cc(F)ccc2Sc2ccc(Cl)cc21
 : i | 0.6
O=c1oc2cc(O)ccc2s1
 : i | 2.5
CC(=O)Nc1ccc(S(=O)(=O)Nc2cccc(-c3nc4cc(C)ccc4o3)c2)cc1
 : i | 0.5
O=C(NCc1ccc(C(F)(F)F)cc1)c1cccc2c(-c3ccc(F)c(F)c3)coc12
 : i | 1.3
Cc1ccc(C(O)c2ncc(-c3cccc(C(F)(F)F)c3)[nH]2)c(C)c1 (stereo not given)
 : i | 0.2
Nn1c(=S)[nH]c2sc3c(c2c1=O)CCCC3
 : i | 0.5
O=C(NC1CCCCC1)c1n[nH]c2c1CCCCC2
 : i | 1.5
O=C(OCC#CCSc1nnc(-c2cccc3ccccc23)o1)c1cccc2[nH]ccc12
 : i | 1.3
COc1cccc(-c2nnn(CC(=O)N(CC(C)C)C3CCS(=O)(=O)C3)n2)c1 (stereo not given)
 : i | 0.9
Cn1nnnc1SCC(=O)N1N=C(c2ccc(Cl)cc2)CC1c1ccco1 (stereo not given)
 : i | 0.6
O=C(NCc1ccccn1)c1cccc(S(=O)(=O)N2CCCCC2)c1
 : i | 0.4
O=C(/C=C/c1ccccc1)Nc1cccc(C(=O)NC2CC2)c1
 : i | 0.1
CC(=O)Nc1cccc(-c2csc(C(C)(O)c3ccccc3)n2)c1 (stereo not given)
 : i | 1.3
COc1ccc([C@H]2CC(=O)C=C(c3cccc(Cl)c3)C2)cc1
 : i | 1.3

Compounds shown so far that have two or more sulfur atoms (six):
Below each compound – Myeloid diff MLP | Myeloid diff MLP GFP+ MAC1+ %
O=S1c2ccccc2Sc2ccccc21
 : i | 0.8
COc1cc2sc(-c3ccc(S(C)(=O)=O)cc3)c(C(=O)NCc3ccc(C)o3)c2cc1OC
 : i | 1.5
O=C(CSC1=NS(=O)(=O)c2cc(F)ccc2N1)Nc1ccccc1F
 : i | 0.8
Cc1ccc(S(=O)(=O)NCC(=O)OCC(=O)Nc2ccc(C)c(S(=O)(=O)N3CCOCC3)c2)cc1
 : i | 0.8
CCC(C)Nc1nnc(SCC(=O)c2c(N)n(C3CC3)c(=O)[nH]c2=O)s1 (stereo not given)
 : i | 0.4
Nn1c(=S)[nH]c2sc3c(c2c1=O)CCCC3
 : i | 0.5

Further results:
Below each compound – Myeloid diff MLP | Myeloid diff MLP GFP+ MAC1+ %
COc1ccc(C(=O)Nc2ccc(S(=O)(=O)N3CCN(C)CC3)cc2)cc1
 : i | 0.7
Cc1cc(C(=O)Nc2sccc2C(N)=O)c(C)o1
 : i | 0.6
CC(=O)NCCNc1nc(NC(C)C)nc2cc(-c3ccccc3)sc12
 : i | 1.1
C[C@H]1CN(S(=O)(=O)c2c(F)cccc2F)CCN1S(=O)(=O)c1ccc2c(c1)OCCO2
 : i | 1.5
COc1ccc(-c2cc(=O)c3ccc(O)cc3o2)cc1OC
 : i | 2.3
COc1ccc(S(=O)(=O)N(C)C[C@@H]2Oc3c(NS(=O)(=O)c4cn(C)cn4)cccc3C(=O)N([C@@H](C)CO)C[C@@H]2C)cc1
 : i | 2.7
CCC1(c2ccccc2)C(=O)N=C(N)N(C#N)C1=O (stereo not given)
 : i | 0.9
O=C(CNC(=O)c1ccc(Br)o1)Nc1ncccc1O
 : i | 0.5
Cc1ccc(-c2nnc(SC(C)C(=O)NCC3CCCO3)nc2-c2ccc(C)cc2)cc1 (stereo not given)
 : i | 0.8
OC(Cc1ccncc1)c1ccccc1Cl (stereo not given)
 : i | 0.6
CCN1CCN(C(=S)NC(=O)c2cccc(Br)c2)CC1
 : i | 0.3
CC(C)(C)OC(=O)NCc1ccc(NC(=O)c2nc[nH]c2C(=O)NCCCCNC(=O)c2[nH]cnc2C(=O)Nc2ccc(CNC(=O)OC(C)(C)C)cc2)cc1
 : i | 0.7
Nc1nonc1-n1nnc(C(=O)N/N=C/c2ccc(O)cc2)c1CN1CCCCCC1
 : i | 2.4
COc1ccc(S(=O)(=O)NNc2nc(C)cc(C)n2)cc1Br
 : i | 0.3
CC1(Cc2cccc(F)c2)C(=O)Nc2ccc(S(=O)(=O)NC3CCCCC3)cc21 (stereo not given)
 : i | 0.7
CC(=O)NC12CC3CC(C1)CC(C(=O)N1CCN(S(=O)(=O)c4cccc(C(F)(F)F)c4)CC1)(C3)C2
 : i | 0.3
C[C@H]1CN=C(N(C)C)N1CCc1ccc(F)cc1
 : i | 1.8
O=c1[nH]c2ccccc2c2ccc(Cl)cc12
 : i | 0.5
CC(C(=O)NCc1ccccc1)n1c(Cc2cc(F)cc(F)c2)nc2ccccc21 (stereo not given)
 : i | 3.8
CCc1nc2ccc(C(=O)Nc3cccc(OCC(=O)N(C)C)c3)cn2c1N(C)Cc1ccc(OC)cc1
 : i | 0.7
C[C@H]1CN([C@@H](C)CO)C(=O)CCCn2cc(nn2)CO[C@@H]1CN(C)S(=O)(=O)c1ccc2c(c1)OCCCO2
 : i | 2.0

Only part of the results is shown; the hit share may differ from the screen's.
